# eLon inh: inhibitors of E. coli Lon protease, primary screen, biochemical, fluorescence polarization; purified E. coli Lon protease; inhibition, % at 7.94 µM; hit rate 0.42% among 360,000; in the data active = inhibition above about 13%, passing the limit was not always enough;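 note: 0% = enzyme with probe and DMSO and 100% = no enzyme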
# NRP1-CendR mod: modulators of CendR peptide binding to NRP-1, primary screen, biochemical, fluorescence polarization, uHTS | Neuropilin-1 (Homo sapiens), O14786 | FAM-RPARPAR peptide binding to NRP-1 | inhibition, % at 25 µM | hit rate 0.85% among 360,000 | AID 602438, 2012;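 active = inhibition or corrected inhibition above about 18%, plus a signal ratio from 0.5 to 1.5, limit read from the data, passing the limit was not always enough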; note: strong numbers were not always called active
# bovine MsrA act: bovine MsrA enzyme activators, primary screen, biochemical, absorbance, HTS; Methionine sulfoxide reductase A (Bos taurus); AID 602163, 2012; hit rate 0.3% among 360,000; purified bovine MsrA, absorbance read-out; activation, % at 10.6 µM; in the data active = activation above about 7.5%;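 note: 0% = vehicle and 100% = reference activator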
# Rin1-Abl PPI inh: inhibitors of Rin1-Abl protein binding, primary screen, biochemical, TR-FRET; hit rate 0.4% among 360,000; AID 588664, 2011; Tyrosine-protein kinase ABL1 (Homo sapiens) + Ras and Rab interactor 1 (Homo sapiens), …; inhibition, % at 7.35 µM; in the data active = inhibition above about 5%, passing the limit was not always enough
# Neddyl block: inhibitors of cullin neddylation, primary screen, biochemical, TR-FRET, uHTS, NAE and Ubc12. NEDD8-conjugating enzyme Ubc12 (Homo sapiens) + NEDD8-activating enzyme E1 regulatory …. AID 651699, 2012. hit rate 0.58% among 360,000. calls only at 25 µM; in the data active = inhibition above about 36%
# MsrA inh: bovine MsrA enzyme inhibitors, primary screen, biochemical, absorbance, HTS; Methionine sulfoxide reductase A (Bos taurus); purified bovine MsrA, absorbance read-out; inhibition, % at 15.5 µM; hit rate 0.75% among 360,000; AID 651718, 2012; in the data active = inhibition above about 4.5%;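 note: 0% = vehicle wells with enzyme and 100% = reference inhibitor wells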
# SKN-1 inh: suppressors of acrylamide-induced Pgst-4::GFP reporter in worms, primary screen, SKN-1 inhibitor project, whole organism, uHTS, GFP/RFP fluorescence ratio, strain VP596 | C. elegans VP596 Pgst-4::GFP/RFP ratio, 24 h | inhibition, % at 21.8 µM | hit rate 0.49% among 360,000;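 active = interference check ratio from 0.5 to 1.5 plus GFP to RFP signal ratio inhibition reaching or exceeding a fixed threshold, cut at about 30% in these data, passing the limit was not always enough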; note: some compounds called inactive have numbers as strong as hits
# MT1-MMP act inh: blockers of MT1-MMP proenzyme processing, primary screen, HT1080 RFP-PRO-GFP cells, GFP/RFP fluorescence; Matrix metalloproteinase-14 (Homo sapiens), P50281; GFP/RFP ratio fluorescence, overnight; percent of plate control window, DMSO zero; GFP/RFP ratio change, % at 20 µM; hit rate 0.061% among 360,000; AID 651647, 2012;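 active = GFP/RFP ratio change of at least 30% with cell ATP level not reduced by more than half and red fluorescence within 50% of control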; note: strong numbers were not always called active
#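 Material: RFP-PRO-GFP reporter HT1080 cells. Dosing: single-point 20 µM compound, 1% DMSO. Controls: DMSO and RFP-L50D-GFP cell wells. Timing: cells overnight before dosing, compound overnight, 37 °C, 5% CO2. Measure: GFP/RFP fluorescence ratio.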
# FAS-TE inh: FAS thioesterase domain inhibitors, primary screen, biochemical, fluorescence intensity, uHTS; Fatty acid synthase (Homo sapiens), P49327; recombinant FAS-TE, OMFH fluorogenic substrate, fluorescence endpoint; inhibition, % at 15 µM; hit rate 0.67% among 360,000;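 active = compounds whose normalised, plate-corrected inhibition of enzyme fluorescence in the single-dose primary screen is 50% or more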;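 note: 0% = DMSO with enzyme and 100% = substrate without enzyme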
# An asterisk follows results filed as active; i = inactive; . = not tested or not shown; + = active, no number.
SMILES,eLon inh,NRP1-CendR mod,bovine MsrA act,Rin1-Abl PPI inh,Neddyl block,MsrA inh,SKN-1 inh,MT1-MMP act inh,FAS-TE inh
COc1ccc(/C=C2\SC(=O)N(CC(=O)Nc3cccnc3)C2=O)cc1OC,7,-13,-5,-2,i,2.7,-7,0,-4
COc1cc(CNCC(C)C)c(Br)cc1OCC(=O)NCc1ccccc1,-1,-3,-7,-1,i,-0.3,0,1,-8
CCC(=O)NC(c1ccc(OC)cc1)c1cc(Cl)c2cccnc2c1O (stereo not drawn),-4,4,-7,6,i,2.7,-3,-3,-2
Nc1c(C(=O)Nc2ccc3c(c2)OCCO3)nnn1Cc1cccc(Cl)c1,-4,11,-3,-2,i,0.5,1,2,11
O=C(CCn1c(=O)c2sccc2n(Cc2cc(=O)n3ccccc3n2)c1=O)NCc1ccco1,1,10,-13,-3,i,1.1,1,-1,-6
COc1ccc(Nc2nc(NC(C)(C)C)nc(N3CCCC3)n2)c(OC)c1,3,-8,-2,-2,i,1.6,-5,-13,24
S=c1[nH]nc(-c2ccco2)n1/N=C/c1ccc(Cl)cc1Cl,0,-17,0,-2,i,2.4,-3,6,10
CCCNC(=S)N1CCC(NC(=O)c2ccc(OC)cc2)CC1,-4,-3,-7,-2,i,1.3,-11,-6,-5
COCCCN(C(=S)NC(=O)c1ccc(C(C)(C)C)cc1)c1c(N)n(Cc2ccccc2)c(=O)[nH]c1=O,-1,1,-12,0,i,-0.3,-4,-4,-4
CCOC(=O)c1c(NC(=O)OC)sc(C(=O)N(CC)CC)c1C,4,0,-1,-2,i,-0.6,7,-1,-5
NS(=O)(=O)c1ccc(CCNC(=O)CC(NC(=O)c2ccccc2Cl)c2ccccc2)cc1 (stereo not drawn),-6,4,-1,-1,i,-0.4,-1,-2,-2
NC(=O)Cc1nc(-c2ccc(Br)cc2)cs1,2,-7,-2,-3,i,-0.3,12,1,-9
CN1CCN(CC(=O)Nc2c(C(=O)c3ccccc3)oc3ccccc23)CC1,5,-2,-3,-4,i,0.5,19,-12,-1
CN(C)C1(CNCC(O)c2ccccc2)CCCCC1 (stereo not drawn),2,5,-3,3,i,-0.7,10,1,-7
O=c1c2ccccc2[nH]c2ccc(O)cc12,84*,13,0,-1,+,-0.7,24,-13,-11
Cc1c(NC(=S)NC(=O)c2ccc(Br)o2)c(=O)n(-c2ccccc2)n1C,2,-11,-9,-1,i,1.0,3,1,-10
COc1ccccc1NC(=O)Cn1nnc(-c2ccccc2NC(=O)c2ccco2)n1,9,-4,-7,-1,i,-0.1,-11,-2,8
Cc1nc(C(F)(F)F)ccc1C(=O)N1CCC1(C)C(=O)NS(C)(=O)=O (stereo not drawn),6,-7,-2,1,i,0.3,7,-2,-7
CC(C)Sc1nc2sccc2c(=O)n1-c1ccccc1,1,2,-1,5,i,0.7,17,-2,11
CCn1ccc(C(=O)Oc2ccc(C(C)C)cc2)n1,-1,11,-8,-1,i,-0.2,6,-2,-4
COCCCNC(=O)c1ccccc1N(Cc1ccccc1)S(=O)(=O)c1ccc(OC)cc1,2,8,-2,3,i,-0.4,8,-5,0
COc1ccc(OC)c(N(CC(=O)N2CCCC2)S(=O)(=O)c2ccccc2)c1,-3,15,-11,2,i,1.3,-1,-5,-3
COc1cc(OC)cc(C(=O)NCC(=O)OCC(=O)c2cc(OC)ccc2OC)c1,-17,6,-2,-1,i,-0.6,-3,2,1
Cc1ccc2cc(CN(c3ccc(C)c(C)c3)S(C)(=O)=O)c(=O)[nH]c2c1,6,14,-1,-1,i,1.9,7,-8,8
CSc1nnc(SCC(=O)N(C)c2c(N)n(Cc3ccccc3)c(=O)[nH]c2=O)s1,-9,11,-2,-2,i,0.7,9,4,-7
# Other entries.
SMILES,eLon inh,NRP1-CendR mod,bovine MsrA act,Rin1-Abl PPI inh,Neddyl block,MsrA inh,SKN-1 inh,MT1-MMP act inh,FAS-TE inh
Cc1ccc(S(=O)(=O)N2CCN(C(=O)c3ccc(Br)o3)CC2)c(C)c1,-9,13,-1,-5,i,-0.9,5,-2,10
COCCCn1cc(CN2CC(N3CCN(CCO)CC3)CS2(=O)=O)nn1 (stereo not drawn),-4,9,-3,.,i,-0.5,9,1,-9
Cc1cccc(OCC(=O)Nc2cc(NC(=O)COc3cccc(C)c3C)cc(C(=O)O)c2)c1C,-3,2,-3,-1,i,0.1,5,8,12
NS(=O)(=O)c1ccc(-c2ccc(/C=C3\NC(=S)NC3=O)o2)cc1,-168,-19,-3,-2,i,1.6,8,-5,-5
CC(C)C[C@@H](CNCC(=O)[C@H](CC(C)C)NC(=O)c1[nH]cnc1C(=O)N[C@H](CN)CC(C)C)NC(=O)c1nc[nH]c1C(=O)N[C@@H](CC(=O)O)C(=O)O,11,0,-2,1,i,0.1,24,4,-6
COC(=O)[C@H](CC(C)C)NCc1cccc(CN[C@@H](CC(C)C)C(=O)OC)c1,6,4,-1,-2,i,0.0,15,1,2
O=C(NCc1ccccc1F)C1CCCN(C(=O)NC2CCCCC2)C1 (stereo not drawn),0,7,-12,1,i,-0.5,-31,-1,-7
COc1ccc(S(=O)(=O)NC2CCCCC2)c(C)c1C,-6,9,-9,1,i,0.6,-1,-1,1
CC1CCC(C(=O)NC(C(=O)Nc2ccccn2)C(C)C)CC1 (stereo not drawn),-1,0,-3,-1,i,0.4,-10,0,-1
CCCCCCn1c(CN2CCN(C(=O)OCC)CC2)nc2c1c(=O)n(C)c(=O)n2C,-3,4,-1,0,i,0.3,4,9,19
Nc1nc(COC(=O)C2CC(=O)N(Cc3ccccc3)C2)nc(Nc2ccccc2)n1 (stereo not drawn),-5,-12,-2,2,i,0.3,15,5,-2
Cc1c(C)c2c(c(C)c1O)CC[C@@](C)(CCC[C@H](C)CCC[C@H](C)CCCC(C)C)O2,-4,10,4,2,i,-1.0,-2,-1,11
O=C(Nc1ccccc1C(=O)O)c1cccc(C(=O)Nc2ccccc2C(=O)O)c1,10,-117,-5,1,i,1.0,5,0,-1
COc1cc(F)c(C2=CC(=O)C[C@H](c3ccc(F)cc3)C2)cc1F,-12,-1,3,-2,i,-1.9,7,3,30
COc1cc(/C=N/NC(=O)CCC(=O)Nc2ccc(F)cc2)ccc1O,-1,-1,-3,-1,i,1.7,12,4,0
CON(C)c1nc(NCC(C)C)nc(OCC#N)n1,3,3,-1,0,i,0.7,1,4,-4
Cn1c(=O)[nH]c(=O)c2c1nc(CN1CCN(c3cccc(Cl)c3)CC1)n2CCCc1ccccc1,8,-8,-2,-5,i,0.0,3,-2,12
Cc1nc(N(CCO)C2CCCCC2)c2nnn(Cc3ccccc3)c2n1,-8,-2,-2,1,i,0.5,4,-4,15
CCOC(=O)c1[nH]c(C)c(CC(C)C)c1C,-4,-2,-8,-1,i,.,14,0,-4
O=C(CCC(=O)N1CCCC1)Nc1nnc(C2CCCCC2)s1,10,9,-3,-3,i,-1.4,8,-6,-6
O=C(Nc1ccncc1)C1CCC(CNS(=O)(=O)c2cccc3nsnc23)CC1 (stereo not drawn),2,-7,-2,-6,i,-1.7,-20,-10,-4
Cc1cccc(OCCNC(=O)c2ccc(Oc3ccc(C(F)(F)F)cc3[N+](=O)[O-])cc2)c1,-4,1,-3,0,i,0.7,-1,1,20
CCOC(=O)c1cccnc1SCC(=O)N(CC)c1cccc(C)c1,3,5,-4,-2,i,4.5,-8,-1,-2
O=C(NN=Cc1ccc(O)c(O)c1)c1ccccc1,6,-14,-7,7,i,.,3,2,-1
COc1ccc(CC(=O)NCC2(N3CCCCC3)CCCCC2)cc1,6,5,-9,-1,i,0.0,0,-2,-13

# Record cards, as listed above. Screens in order: eLon inh | NRP1-CendR mod | bovine MsrA act | Rin1-Abl PPI inh | Neddyl block | MsrA inh | SKN-1 inh | MT1-MMP act inh | FAS-TE inh
# Record of `CC1CCC(C(=O)NC(C(=O)Nc2ccccn2)C(C)C)CC1` (stereo not drawn) : -1 | 0 | -3 | -1 | i | 0.4 | -10 | 0 | -1
# Record of `Cc1nc(C(F)(F)F)ccc1C(=O)N1CCC1(C)C(=O)NS(C)(=O)=O` (stereo not drawn) : 6 | -7 | -2 | 1 | i | 0.3 | 7 | -2 | -7

# (next part)
SMILES,eLon inh,NRP1-CendR mod,bovine MsrA act,Rin1-Abl PPI inh,Neddyl block,MsrA inh,SKN-1 inh,MT1-MMP act inh,FAS-TE inh
COc1ccccc1-n1c(C)nnc1SCC(=O)Nc1cccc(C(C)=O)c1,-7,-7,-3,0,i,0.7,6,-6,-12
N#Cc1ccc(C(=O)NC2=NCCS2)cc1,-11,10,-2,3,i,-0.5,0,3,-4
COc1ccccc1C(=O)NNC(=O)c1cccc(C)c1,-5,7,-4,-4,i,-0.6,13,-8,-4
COc1cccc(NC(=O)CCC(=O)Nc2ccc3nc(N4CCOCC4)cc(C)c3c2)c1,3,12,-2,-3,+,2.2,16,-2,0
N#Cc1cc2c(nc1SCC(=O)NCc1ccc3c(c1)OCO3)CCCCC2,1,4,-3,-16,i,-0.6,8,-6,16
O=C(N/N=C/c1ccc(Sc2ccccn2)o1)c1cccc([N+](=O)[O-])c1,5,-15,-6,0,i,4.2,-1,2,24
O=c1c2sccc2n(Cc2cc(=O)n3ccccc3n2)c(=O)n1-c1ccccc1,10,-9,-5,-1,i,1.6,4,-4,-9
N#Cc1nc(-c2ccccc2F)oc1NCc1cccc2c1OCO2,-2,-15,-2,-3,.,0.5,17,4,21
Cc1ccc(C)c(NC(=O)NNS(=O)(=O)c2ccc(C)c(C)c2)c1,-3,-6,-10,-1,i,1.3,4,-3,4
Cc1ccc(C(C(=O)NC2CCCC2)N(C(=O)Cc2cccs2)c2ccc(C)c(C)c2)o1 (stereo not drawn),-4,5,1,1,i,1.3,5,-44,37
Cc1ccc(S(=O)(=O)c2cc3ccccc3nc2N)cc1,-2,-19,-5,3,.,0.5,-15,5,4
CCc1ccc(NC(=O)[C@H](C)NC(=O)C2CCN(C(=O)[C@@H](NC(=O)OC(C)(C)C)C(C)C)CC2)cc1,3,2,0,5,i,-1.7,18,2,-4
CCC(C)(C)NC(=O)CN(Cc1cccs1)C(=O)C(=O)Nc1ccc2c(c1)OCCO2,-9,3,0,1,i,-1.3,8,-1,12
O=S(=O)(Nc1cccc(S(=O)(=O)N2CCOCC2)c1)c1ccc2c(c1)OCCO2,-8,0,-5,3,i,1.3,7,-1,-3
CCOCCCNC(=O)C1CCN(S(=O)(=O)c2cc(Br)cc3c2N(C(=O)CC)CC3)CC1,-6,4,-5,2,i,0.1,-11,2,-5
CN(CC(=O)Nc1cc(S(=O)(=O)N2CCOCC2)ccc1Cl)C1CCS(=O)(=O)C1 (stereo not drawn),-4,6,-2,9.4*,i,1.3,-4,2,-2
CN1C(=O)C2(c3ccccc31)c1c(oc3ccccc3c1=O)C(=O)N2CCO (stereo not drawn),4,10,-1,-1,i,0.0,3,4,2
COCc1cc(=O)[nH]c(Cc2c(Cl)cccc2Cl)n1,3,3,-2,3,i,0.0,17,2,-4
COCOCCn1cc(CN2CCS(=O)(=O)N(Cc3ccc(-c4ccc(OC)cc4)cc3)C(CC(C)C)C2=O)nn1 (stereo not drawn),-5,-8,-3,-2,i,0.1,-3,2,17
COc1ccc(S(=O)(=O)NC(C)C(=O)Nc2ccccc2)cc1Cl (stereo not drawn),-1,9,-2,1,i,1.6,3,-4,-4

# Screening results as filed in PubChem.
